Assay outcomes (PubChem BioAssay)
12-LOX inh – inhibitors of human 12S-lipoxygenase ALOX12; P18054; purified 12hLO, xylenol orange hydroperoxide absorbance; Potency, µM (titrated, usually from 108 µM), for inactives: at the top dose activity change, negative = inhibition, usual class: inhibitors; 580,000 tested, 1.1% active; active = well fitted inhibition curve with a large enough effect; inconclusive = small, poorly fitted or top-dose-only effect, or another doubt; inactive = no such curve, though single readings can be large or run the other way
Target sequence (P18054 whole entry, looked up): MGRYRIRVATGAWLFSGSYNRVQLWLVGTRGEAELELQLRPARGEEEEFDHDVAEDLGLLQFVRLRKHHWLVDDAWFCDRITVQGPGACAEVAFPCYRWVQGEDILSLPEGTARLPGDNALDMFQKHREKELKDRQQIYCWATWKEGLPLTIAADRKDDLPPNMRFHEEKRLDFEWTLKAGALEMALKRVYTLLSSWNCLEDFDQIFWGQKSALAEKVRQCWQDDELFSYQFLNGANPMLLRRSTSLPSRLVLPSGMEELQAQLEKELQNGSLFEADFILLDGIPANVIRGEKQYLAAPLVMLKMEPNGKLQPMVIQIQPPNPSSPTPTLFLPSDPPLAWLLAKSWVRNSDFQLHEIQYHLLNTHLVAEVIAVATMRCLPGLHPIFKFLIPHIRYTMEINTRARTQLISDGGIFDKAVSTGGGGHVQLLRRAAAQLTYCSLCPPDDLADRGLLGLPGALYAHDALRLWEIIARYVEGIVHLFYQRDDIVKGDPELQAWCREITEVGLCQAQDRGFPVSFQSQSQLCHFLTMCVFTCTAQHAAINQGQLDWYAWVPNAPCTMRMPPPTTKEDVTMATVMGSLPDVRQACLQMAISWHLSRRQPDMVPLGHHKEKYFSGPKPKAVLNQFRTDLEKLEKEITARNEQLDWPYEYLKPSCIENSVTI
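Hydroperoxide product was detected by ferrous iron/xylenol orange as the 573 to 405 nm absorbance ratio. Arachidonic acid at 40 uM (final) was turned over for 30 min at room temperature by 150 nM human 12hLO, pH 7.0 Hepes buffer, after 15 min compound preincubation.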
* = called active by the depositor; ? = inconclusive; [ ] = dose if it differs, or a comment. % is set by controls: 0 for no effect and ±100 for the full control effect; potency is the fitted concentration of half-maximal effect. The list is partial. The share of hits here may be higher or lower than overall.

smiles | 12-LOX inh
CCn1c(=O)c2c(cc(C)n2C)n(CC(=O)Nc2ccc(F)cc2F)c1=O | 5%
Cc1nnc(-c2cc(C(=O)NCCN(C)C)ccn2)n1CCc1ccccc1 | -32%[176 µM]
CCC(C)(C)NC(=O)CC1Sc2ncccc2N(CC(C)C)C1=O (stereo unspecified) | 9%
CN(Cc1cccnc1)c1nc2c(c(=O)[nH]1)CCN(Cc1ccccc1F)CC2 | 48%[activator]
CCNC(=O)N1CCCCCC1CN1CCOCC1 (stereo unspecified) | 1%
CCC[C@H]1[C@@H](NC(=O)NCCCC(=O)OCC)CC[C@@]23CCCN2C(=O)CCC[C@@H]13 | -1%
O=C(Cc1ccccc1Cl)NCc1nnc2cc(-c3nc(C4CC4)no3)ccn12 | -8%
Cn1c(CCNC(=O)C2CC(=O)N(c3n[nH]c4ccccc34)C2)nc2ccccc21 (stereo unspecified) | 67%[activator]
O=C1COc2ccc(N3CCOCC3)nc2CN1Cc1ccccc1F | 14%[176 µM]
COc1ccc(NC(=O)Cn2ccn3nc(-c4ccc(F)cc4)c(CO)c3c2=O)c(OC)c1 | -22%
O=C1NC2(CCN(C(=O)c3cccnc3)C2)N=C1c1cccnc1 (stereo unspecified) | ?
Cn1nc(C(=O)N2CCc3nc4cc[nH]n4c(=O)c3C2)c2ccccc21 | 33%
CCOCCOC1CCN(C(=O)c2ccc3c(c2)c2ccccc2n3CC)CC1 | 17%
CC(=O)Nc1ccc2c(c1)S(=O)(=O)N=C(CC(C)C)N2CC(C)C | 37%
COc1ccc(C(=O)N2CCC(Oc3cccnc3)C2)cc1 (stereo unspecified) | 35%[activator]
CCn1nccc1C(=O)N1CCC2(CC1)NCCc1c2[nH]c2ccc(OC)cc12 | 29%
COCCn1cnnc1C(C)Nc1nc(C(C)C)nc2c1cnn2C (stereo unspecified) | -4%
O=C(NCC1(COc2ccc(C(F)(F)F)cn2)C[C@@H](O)[C@@H](O)C1)c1cccnc1 (stereo partly specified) | 79%[activator]
O=C(NCCc1cnc[nH]1)c1cc(-c2ccccc2F)cc2c1OCCN2Cc1cccnc1 | 57%[activator]
CNC(=O)[C@@H]1C[C@@H](n2cc(CN(C)C(=O)c3cc(F)ccc3Cl)nn2)CN1 | 7%
CN(CC1CCOC1)C(=O)Nc1ccc(Cl)cc1 (stereo unspecified) | 38%[activator]
Cc1ccc(CNC2CN(C(=O)OC(C)(C)C)C2)nc1 | 63%[activator][176 µM]
COCC1CN(C2CCC2)CC12CCN(C(=O)c1ccc(OC)cc1)CC2 (stereo unspecified) | 47%[activator]
Cc1nc(N)ncc1C(=O)N(C)Cc1cn[nH]c1-c1ccccc1 | 25%
COc1ccc(NC(=O)C2CN(S(C)(=O)=O)CC23CCCCC3)c(C)c1 (stereo unspecified) | 30%[activator]
COc1cc(C(=O)N2C[C@@H](C)[C@@](C)(O)C2)ccn1 | 24%
COc1ccc(Cl)cc1S(=O)(=O)N1CCC(n2cnnc2-c2ccccc2)CC1 | 10%
O=C(Nc1nc2ccccc2s1)C1CC(=O)N(c2n[nH]c3cccc(F)c23)C1 (stereo unspecified) | ?
Cn1cc(CNC(=O)C[C@@H]2C[C@H]3O[C@H](CNC4CCCCC4)[C@@H](O)[C@H]3O2)cn1 | 23%[176 µM]
O=C(O)C1=NOC2CN(Cc3cccc(C(F)(F)F)c3)CC12 (stereo unspecified) | ?
COc1ccc(C2Cn3nnc(C(=O)NC4CCCCCC4)c3CO2)cc1 (stereo unspecified) | 34%
COc1cccc(CNC(=O)[C@H]2CCCN2C(=O)[C@H]2CCCN2C(=O)c2cccc(Cl)c2)c1 | -9%
CCCn1c(C)cnc1C1CCN(S(=O)(=O)c2cn(C)cn2)C1 (stereo unspecified) | 25%
O=C(Cc1ccc(F)cc1)N1CCC2(CC1)CC(=O)N(c1ccccc1)c1ccccc1O2 | -20%
c1cnc2c(c1)nc1n2[C@@H](CNC2CCOCC2)COC1 | 8%[176 µM]
O=C(N[C@@H]1CCN(Cc2ccc(-c3ccn[nH]3)o2)C[C@H]1O)c1cnccn1 | ?
FC(F)(F)c1cccc(C2=NOC3(CCCN(Cc4ccccc4)C3)C2)c1 (stereo unspecified) | 8%
CCOC(=O)N1CCC(N[C@@H]2CC[C@@H]2NC(=O)c2ccccn2)CC1 | 97%[activator]
CN1C(=O)c2cccn2CC1C(=O)Nc1ccc(N2CCOCC2)cc1 (stereo unspecified) | 26%
O=C(C1[C@H]2CNC[C@@H]12)N1CCC(c2nccn2Cc2ccncc2)CC1 (stereo partly specified) | ?
Cc1cc2cc(C(=O)N3CC[C@@H]4[C@@H](CCC(=O)N4CCN)C3)ccc2o1 | 40%[activator]
COCCNC(=O)c1cc(-c2cccc3[nH]ccc23)cc2ncn(C)c12 | -7%[176 µM]
CC(C)CN1CC[C@H](c2nc3c(C(N)=O)cccc3[nH]2)C1 | 25%[176 µM]
Cc1ccc(F)c(C(=O)N2CC(C)(C)C(C)(O)C2)c1Cl (stereo unspecified) | 18%
COCC(=O)Nc1ccc(-c2noc([C@@H]3CCCN3C)n2)cn1 | 16%[176 µM]
O=C(N[C@@H]1CCC[C@@H]1C(=O)NCc1ccc(OC(F)(F)F)cc1)c1ccncc1 | 11%
Cn1cnnc1CC1CCN(C(=O)Nc2ccc3c(c2)OCCO3)C1 (stereo unspecified) | 14%
COc1ccccc1CCn1cnc(-c2ccc(F)cc2F)c1CC(C)C | ?
Cc1ccc(C(=O)N(C)Cc2ccc(-c3ccccc3)cc2)cc1 | -19%[176 µM]
COc1ccccc1N1CCN([C@@H]2[C@H](O)[C@H](CO)O[C@@H]2CNS(C)(=O)=O)CC1 | 9%

Some of the entries so far, with values ahead of the structure.
12-LOX inh	compound
8%[176 µM]	c1cnc2c(c1)nc1n2[C@@H](CNC2CCOCC2)COC1
?	O=C(Nc1nc2ccccc2s1)C1CC(=O)N(c2n[nH]c3cccc(F)c23)C1 (stereo unspecified)
25%	CCCn1c(C)cnc1C1CCN(S(=O)(=O)c2cn(C)cn2)C1 (stereo unspecified)

Next section.
smiles | 12-LOX inh
O=C(CCC1CCN(S(=O)(=O)c2ccc(F)cc2)CC1)NCc1nc2ccccc2[nH]1 | 27%
COC(=O)[C@]12C[C@H](CC(=O)NCc3ccccc3)C(=O)N(Cc3ccccc3)C1=C[C@H](C(C)(C)C)O[C@@H]2C | 2%
CC(=O)NC1CC2(CCN(C(=O)c3c(C)noc3C)CC2)Oc2ccccc21 (stereo unspecified) | 7%[6.33 µM]
Cc1ccc(C2=NC3(CCN(C(=O)c4ccc5cc[nH]c5c4)CC3)ON2)cc1 | 0%
Cc1noc(C)c1S(=O)(=O)N1CCC(c2noc(-c3ccncc3)n2)C1 (stereo unspecified) | 5%
N#Cc1ccc(S(=O)(=O)N2CC(n3cc(C(=O)NCc4ccccc4)nn3)C2)cc1 | ?
Cc1ccc(S(=O)(=O)N2CCC(Oc3ncccc3C(=O)N3CCOCC3)C2)cc1 (stereo unspecified) | 60%[activator]
O=C(Cn1cncn1)N1CCc2onc(C(c3ccccc3)c3ccccc3)c2C1 | 33%
COc1ccc(C(C)NC(=O)c2cc3c(n2C)CCN(Cc2ccccc2)C3)cc1OC (stereo unspecified) | 116%[activator]
O=C(Nc1ccc(-c2nnc3n2CCCC3)cc1)c1cc(F)ccc1F | 45%
CCS(=O)(=O)NCC1(COc2cccc(C)n2)C[C@@H](O)[C@@H](O)C1 (stereo partly specified) | ?
Cc1noc(-c2nc(-c3ccccc3C)no2)n1 | 39%[activator]
COc1ccc(-c2cc(N3CCCC(NC(=O)c4ccc(C)s4)C3)n[nH]2)cc1 (stereo unspecified) | 17%
CC1(COc2ccc3[nH]ccc3c2)COc2ccc(C(=O)NCc3ccco3)cc2N1 (stereo unspecified) | -20%[176 µM]
O=C(N[C@H]1CO[C@H]2[C@@H]1OC[C@@H]2n1nnnc1Oc1ccc2c(c1)OCO2)c1ccc(C(F)(F)F)cc1 | -3%
COc1ccc(NC(=O)c2cc(-c3ccc[nH]3)n[nH]2)cc1 | ?
O=S(=O)(N=Cc1c(O)ccc2ccccc12)c1cccs1 | ?
CN(C)S(=O)(=O)N1CCC2(CCC(=O)N(CC3CC3)CC2)CC1 | ?
O=C(C1CCN(c2nc(-c3ccccc3)nc3c2CCC3)CC1)N1CCNCC1 | -16%
COc1cccc(CCC(=O)N2CC(F)(F)C[C@H]2c2nc(C)no2)c1 | 11%
COC(=O)C1=C(C)N(Cc2cccc(C(F)(F)F)c2)C(=NCc2ccc(OC)cc2)NC1c1ccc(Cl)cc1 (stereo unspecified) | ?
COc1cccc(CNC(=O)CN2C(=O)NC(c3ccccc3Cl)C3=C2COC3=O)c1OC (stereo unspecified) | 13%
CC1=C(CO)C(=O)O[C@@H]([C@@H](C)[C@H]2CC[C@H]3[C@@H]4C[C@H]5O[C@]56[C@@H](O)C=CC(=O)[C@]6(C)[C@@H]4CC[C@]23C)C1 | ?
CC1(C)[C@H](Cc2cc(-c3ccc(F)cc3)on2)C[C@@H]1NS(C)(=O)=O | 4%[176 µM]
O=C(NCc1ccco1)N[C@H]1CC[C@@]23CCCN2C(=O)CCC[C@H]3C1Cc1ccccc1 (stereo partly specified) | ?

CC(C)CN1C(=O)c2cccn2CC1C(=O)NCc1cccc(C(F)(F)F)c1 (stereo unspecified)
  12-LOX inh = 30%

CC(=O)N1CCCC(C(=O)NCc2nc(Cc3cccs3)no2)C1 (stereo unspecified)
  12-LOX inh = 81%[activator]

CCCN(CC1CCOC1)C(=O)Nc1cccc(F)c1C (stereo unspecified)
  12-LOX inh = -9%

COCc1cc(=O)n(CC(=O)Nc2ccc(Br)cc2)c(N2CCOCC2)n1
  12-LOX inh = -1%

CCCN(CC1CCOC1)C(=O)Nc1ccccc1 (stereo unspecified)
  12-LOX inh = 70%[activator]

O=C(Cn1ccn2nc(-c3ccccc3)c(CO)c2c1=O)Nc1ccc(F)c(F)c1
  12-LOX inh = 8%

Cc1cccc(OC[C@H]2C[C@@H](NC(=O)c3ccno3)[C@H](O)[C@@H]2O)n1
  12-LOX inh = 7%[176 µM]

COc1cccc(C(=O)NC2CCN(C(=O)c3cc4c(=O)[nH]c(C)cn4n3)CC2)c1
  12-LOX inh = 9%

Cc1nc(NC(=O)C(C)(C)C)sc1[N+](=O)[O-]
  12-LOX inh = ?

Cc1noc(C)c1S(=O)(=O)N1CCC(c2noc(-c3ccccn3)n2)C1 (stereo unspecified)
  12-LOX inh = 27%

O=C(Cn1ccn2nc3c(c2c1=O)CCCCC3)NCc1ccccc1Cl
  12-LOX inh = 10%

O=c1c2ccccc2cnn1Cc1nc(-c2ccc3nc[nH]c3c2)no1
  12-LOX inh = 75%[activator]

COc1cccc(N2C(=O)NC(=NC3CCCC3)C23CCCN([S+](=O)([O-])c2cccs2)C3)c1 (stereo unspecified)
  12-LOX inh = 9%[6.33 µM]

O=C(C=Cc1ccc(O)c(O)c1)NCC(=O)NC(Cc1ccccc1)C(=O)O (stereo unspecified)
  12-LOX inh = -18%

CN1C[C@@H]2CCCN3CCC[C@@H]([C@H]23)[C@H]1CCCC(=O)NCCN1CCCC1
  12-LOX inh = 123%[activator]

Part of the list above, set out differently.
| 12-LOX inh | SMILES |
| --- | --- |
| 14% | Cn1cnnc1CC1CCN(C(=O)Nc2ccc3c(c2)OCCO3)C1 (stereo unspecified) |
| -8% | O=C(Cc1ccccc1Cl)NCc1nnc2cc(-c3nc(C4CC4)no3)ccn12 |
| 40%[activator] | Cc1cc2cc(C(=O)N3CC[C@@H]4[C@@H](CCC(=O)N4CCN)C3)ccc2o1 |
| 35%[activator] | COc1ccc(C(=O)N2CCC(Oc3cccnc3)C2)cc1 (stereo unspecified) |
| 13% | COc1cccc(CNC(=O)CN2C(=O)NC(c3ccccc3Cl)C3=C2COC3=O)c1OC (stereo unspecified) |

Continuation:
Cc1noc(C)c1-c1cc2c(cc(C)n2CCN(C)C)c(-c2ccnn2C)n1
  12-LOX inh = ?

C[C@H]1[C@@H]2[C@H]3OC(=O)[C@@H](C)[C@@H]3CC[C@@]2(C)CC[C@@H]1NC(=O)Cc1ccccc1
  12-LOX inh = 14%[176 µM]

CCO[C@H]1CN(Cc2ccc(OC)c(OCc3cccc(F)c3)c2)C[C@@H]1O
  12-LOX inh = 4%

Cc1ccc(CN2CC[C@@](C)(O)[C@H](N3CCCC3)C2)s1
  12-LOX inh = 81%[activator]

Cc1nc(-c2ccccc2)n(CC(=O)NCc2ccc(F)cc2)c(=O)c1CCO
  12-LOX inh = 7%

O=C(O)c1ccccc1-c1oc2cc(O)ccc2c(=O)c1Oc1ccccc1
  12-LOX inh = 17%

FC(F)(F)c1cccc(Nc2cnc3ccc(-n4ccnc4)nn23)c1
  12-LOX inh = 1%[176 µM]

Cc1ccc(-c2cc(N3CCCN(C(=O)c4ccccc4C)CC3)n[nH]2)cc1C
  12-LOX inh = 26%

N#Cc1cccc(CN(Cc2cccc(C#N)c2)[C@@H]2CO[C@H](CNC(=O)c3ccccc3)[C@H]2O)c1
  12-LOX inh = 9%

COCCNC(=O)C[C@@H]1C[C@@H](C(C)C)[C@H](CNC(=O)CCC(=O)O)C=C1C
  12-LOX inh = ?

COc1cc(F)ccc1-c1cc2c(ccn2C)c(C(=O)NCc2cccnc2)n1
  12-LOX inh = 57%[activator][176 µM]

O=C(Nc1cccc(F)c1)C1CCN(c2cc(C(F)(F)F)ncn2)CC1
  12-LOX inh = 24%

COc1cccc(NC(=O)c2ccc3c(c2)N(C)C2CCCCN2C3=O)c1 (stereo unspecified)
  12-LOX inh = ?

CC1=C(O)C(=O)OC1C (stereo unspecified)
  12-LOX inh = -2%[176 µM]

COc1ccc(OC)c(CN2CCC3(CC2)OC(=O)N(Cc2cccnc2)C3(C)c2ccccc2)c1 (stereo unspecified)
  12-LOX inh = 55%[activator]

Cc1ccc2cc(C3(O)CCN(C(=O)[C@@H](N)Cc4cnc[nH]4)CC3)ccc2n1
  12-LOX inh = 128%[activator]

CCCN(CC1CCOC1)C(=O)Nc1cc(F)ccc1F (stereo unspecified)
  12-LOX inh = 30%
